# ARFGAP1 inh = inhibits rat ARF GTPase activating protein 1; Q62848; Arfgap1-stimulated ARF1 GTP hydrolysis, GDP FP detection; inhibition, % at 16.5 µM; actives 0.26% (n = 360,000); AID 651572;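 active = inhibition above a per-plate limit, mean inhibition of low control wells plus 3 SD, cut at about 25% in these data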;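 also: 0% = DMSO wells with enzyme and 100% = wells lacking Arfgap1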
#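 Repeats: one replicate per compound; assay system: rat Arfgap1 catalytic domain, aa 1-136; times: enzyme reaction 120 min at 25 °C after 20 min preincubation; detection: FP of antibody-bound GDP Alexa 633 tracer, ex 620/em 688 nm; benchmarks: high control wells lacking Arfgap1, low control full reaction with DMSO; reagent: human ARF1(Δ1-17)-GTP substrate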
# ADAM17 inh = ADAM17 inhibition, QFRET primary screen. AID 720648. P78536. recombinant ADAM17, EDANS/DABCYL FRET peptide cleavage. actives 0.83% (n = 370,000). inhibition, % at 6.95 µM;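 active = inhibition above the mean of compounds lying between control limits plus 3 SD, set per campaign, cut at about 8.5% in these data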;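 also: 0% = DMSO-only wells as the low control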
# MBD2 DNA inh = blocks human MBD2 binding to methylated DNA; inhibition, % at 4.4 µM; Q9UBB5; actives 0.31% (n = 370,000); TR-FRET, MBD2 binding to methylated oligonucleotide; in the data active = inhibition above about 13%
# KLK7 zymogen act = activators of human kallikrein-7 zymogen | P49862 | purified proKLK7, EDANS-DABCYL substrate fluorescence; 100% is mature enzyme control, 0% vehicle | activation, % at 7 µM | actives 0.9% (n = 370,000);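 active = activation above the mean of all tested compounds plus 3 SD, computed per campaign excluding outliers beyond control limits, cut at about 13% in these data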
# ASAP1 GAP inh = ASAP1 ArfGAP inhibition; inhibition, % at 16.5 µM; ASAP1-stimulated ARF1 GTP hydrolysis, GDP FP detection; Q9ULH1; actives 0.19% (n = 360,000); in the data active = inhibition above about 25%;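 also: 0% = vehicle with enzyme and substrate and 100% = no enzyme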
# UHRF1 MBD2 ctr = human UHRF1 methylated DNA binding inhibitors; Q96T88; UHRF1 binding to methylated oligo, TR-FRET; inhibition, % at 4.4 µM; actives 0.75% (n = 370,000); AID 687016; in the data active = inhibition above about 21%;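 also: UHRF1 SRA domain binding a hemimethylated CpG hairpin DNA probe; 0% = median of test compound wells and 100% = reference inhibitor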
# DDE Tn7 FP inh = disrupts Tn7 cyclic peptide binding to fibrin D-Dimer-E complex | AID 720508 | P02675 | inhibition, % at 8.3 µM | FP displacement of FITC-Tn7 peptide from fibrin DD(E); 0% = median of compound wells per plate | actives 0.13% (n = 370,000);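 active = inhibition above the mean of compounds falling within the control limits plus 3 SD of them, cut at about 14% in these data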;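 also: 0% = plate median of compound wells and 100% = 10 µM Aha-Tn7 peptide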
#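 assay system = human clot-derived fibrin DD(E) complex | quantity = Fibrin-DD(E) at 2 µM final | timing = 10 min preincubation, 3 h with tracer, room temperature | signal = fluorescence polarization | measure = percent inhibition | benchmarks = high control wells with 10 µM unlabelled Aha-Tn7 peptide (full inhibition) | replicates = singlicate testing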
# PLCb3 inh = blocks human PLC-beta3 enzyme activity. Purified PLC-beta3, fluorogenic substrate, fluorescence. actives 0.18% (n = 370,000). Q01970. inhibition, % at 12.2 µM; in the data active = inhibition above about 11%;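 also: 0% = median of compound wells on plate and 100% = full blocker control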
# Target sequence (Q01970 whole entry, looked up): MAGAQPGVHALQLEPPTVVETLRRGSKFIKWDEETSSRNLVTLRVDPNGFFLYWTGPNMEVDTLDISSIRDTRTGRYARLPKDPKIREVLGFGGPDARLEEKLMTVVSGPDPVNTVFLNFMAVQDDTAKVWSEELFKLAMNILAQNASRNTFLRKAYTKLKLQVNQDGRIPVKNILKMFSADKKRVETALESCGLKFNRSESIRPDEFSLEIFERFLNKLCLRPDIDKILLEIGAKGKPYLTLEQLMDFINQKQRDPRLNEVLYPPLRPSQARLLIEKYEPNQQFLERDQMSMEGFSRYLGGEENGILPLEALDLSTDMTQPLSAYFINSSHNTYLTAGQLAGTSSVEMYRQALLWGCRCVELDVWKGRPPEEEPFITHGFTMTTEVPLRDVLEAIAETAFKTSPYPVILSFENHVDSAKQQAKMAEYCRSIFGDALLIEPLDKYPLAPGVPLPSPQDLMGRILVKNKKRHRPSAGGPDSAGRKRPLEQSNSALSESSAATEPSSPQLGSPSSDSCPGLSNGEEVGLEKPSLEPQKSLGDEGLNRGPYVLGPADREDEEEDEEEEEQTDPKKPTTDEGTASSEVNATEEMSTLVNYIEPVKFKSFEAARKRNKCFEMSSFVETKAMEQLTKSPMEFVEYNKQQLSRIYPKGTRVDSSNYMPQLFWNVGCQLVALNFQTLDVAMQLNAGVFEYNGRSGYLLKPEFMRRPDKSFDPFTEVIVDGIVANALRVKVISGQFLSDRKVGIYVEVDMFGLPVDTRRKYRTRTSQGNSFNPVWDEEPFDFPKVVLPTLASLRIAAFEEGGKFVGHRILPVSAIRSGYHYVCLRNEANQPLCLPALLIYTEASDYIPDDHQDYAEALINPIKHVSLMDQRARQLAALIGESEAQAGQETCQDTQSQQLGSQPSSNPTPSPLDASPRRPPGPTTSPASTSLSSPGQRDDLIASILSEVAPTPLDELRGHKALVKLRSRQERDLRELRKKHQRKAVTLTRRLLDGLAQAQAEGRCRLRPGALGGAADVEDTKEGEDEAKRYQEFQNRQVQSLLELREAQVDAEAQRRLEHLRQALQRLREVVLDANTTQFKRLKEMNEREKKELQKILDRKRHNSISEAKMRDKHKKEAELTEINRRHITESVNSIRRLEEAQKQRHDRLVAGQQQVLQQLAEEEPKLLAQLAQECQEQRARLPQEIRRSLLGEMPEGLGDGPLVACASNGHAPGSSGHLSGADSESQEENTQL
# Tn6 DDE FP = DD(E)-Tn6 binding inhibition, primary FP screen | AID 720509 | inhibition, % at 8.3 µM | Fibrin DD(E) TRITC-Tn6 fluorescence polarization displacement | P02675 | actives 0.21% (n = 370,000);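 active = inhibition above a per-campaign cutoff: mean of compounds within control limits plus 3 SD, cut at about 15% in these data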;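 also: 0% = median of all compound wells on the plate and 100% = blocking peptide control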
# PLC-gamma1 inh = PLC-gamma1 (human) inhibition, primary screen; P19174; inhibition, % at 12.2 µM; AID 720700; actives 0.84% (n = 370,000); purified PLC-gamma1, fluorogenic substrate, fluorescence; in the data active = inhibition above about 9.5%
# Starred values were filed as active, the others as inactive; nt = no result given. An unsorted share of the library, and some 4.1% of all compounds hit somewhere here.
entry	SMILES	ARFGAP1 inh	ADAM17 inh	MBD2 DNA inh	KLK7 zymogen act	ASAP1 GAP inh	UHRF1 MBD2 ctr	DDE Tn7 FP inh	PLCb3 inh	Tn6 DDE FP	PLC-gamma1 inh
1	C#CCNC(=O)C[C@H]1C[C@@]2(C(=O)OC)C(=C[C@H](C(C)C)O[C@@H]2C2CC2)N(CCc2ccc(OC)c(OC)c2)C1=O	nt	0.4	1.0	0.3	nt	-3.7	2.6	2.2	2.1	-0.7
2	COc1ccc2nc3n(c(=O)c2c1)-c1ncccc1C(=O)NC3C (configuration not stated)	16.7	0.3	0.6	-0.2	11.2	-1.1	-0.5	-0.1	-4.2	1.6
3	Cc1cn(-c2cccnc2)c(C)c1CNC[C@H]1O[C@@H](n2cnc3c(N)ncnc32)[C@H](O)[C@@H]1O	10.5	-8.6	-2.1	0.8	2.0	-2.0	-5.0	-17.2	4.2	-9.3
4	COc1ccc(NC(=O)N(Cc2ccc(C)cc2)Cc2ccccn2)c(OC)c1	-7.7	-1.4	2.9	0.3	2.1	2.2	-5.0	7.5	8.0	5.4
5	O=S(=O)(NCc1ccncc1)c1ccc(S(=O)(=O)NCC2CCCO2)cc1 (configuration not stated)	5.0	0.1	2.8	0.2	-4.5	7.7	0.4	-2.0	2.6	-4.1
6	Cc1sc2ncnc(-n3cnc4ccccc43)c2c1C	-7.5	-26.5	8.1	-0.2	0.7	2.2	1.8	-21.3	-2.0	-24.0
7	CCCC(C(=O)n1nc(C)cc1C)C(NS(=O)(=O)c1ccc(C)cc1)c1ccccc1 (configuration not stated)	-3.6	-0.5	-0.9	0.3	-5.0	-0.8	-4.9	3.8	-2.6	1.4
8	Cc1ccc(CCNC(=O)C2CCN(S(=O)(=O)N3CCOCC3)CC2)cc1	5.5	-5.8	-5.0	-0.6	-7.4	-0.5	-6.8	-2.4	-8.8	-1.3
9	Cc1cc(C)cc(OC(=O)c2cccnc2)c1	6.4	1.4	4.8	0.3	-4.8	1.0	9.5	-4.2	-3.4	0.3
10	CCN(CC)c1ccc(-c2nc3cnccc3n2C)cc1	3.6	-28.0	3.6	-0.8	1.6	-2.0	5.4	-217.7	-1.4	-180.6
11	CC(=O)NC(NC(=S)Nc1ccc(N=Nc2ccccc2)cc1)C(Cl)(Cl)Cl (configuration not stated)	17.6	5.8	-0.6	-0.4	-11.0	2.6	1.4	7.7	3.9	9.2
12	CCOc1ccc(N(CC(=O)Nc2ccccc2)S(C)(=O)=O)cc1	4.7	-5.9	0.7	0.5	2.4	-2.5	4.4	1.1	9.1	2.5
13	COC(=O)Cc1ccc(NC(=S)NCCC(C)C)cc1	0.2	-3.9	-5.1	0.4	-13.3	-2.8	-1.5	1.0	-0.7	1.1
14	Clc1ccccc1OCc1nnc(-c2ccccc2Br)o1	-4.8	-0.8	5.4	0.1	2.1	-0.8	-2.9	-2.0	-3.0	1.1
15	COc1ccc(/C(C)=N/NC(=O)c2sccc2-n2cccc2)cc1	29.2*	-7.1	-0.2	0.3	7.2	4.5	-2.3	-13.5	-7.5	-3.5
16	O=C(Nc1ccc(Cl)c(S(=O)(=O)N2CCCCC2)c1)c1cccnc1	2.9	-1.6	0.4	0.0	-7.2	-0.1	6.7	-5.9	-0.4	5.0
17	Cc1ccc(-c2nnn(CC(=O)NCc3ccccc3)n2)c(-n2cnnn2)c1	2.9	-4.7	0.9	-0.3	6.3	-0.3	2.9	0.5	2.5	0.9
18	COc1ccc(S(=O)(=O)Cc2ccc(C(=O)NCc3cccs3)o2)cc1	-3.7	0.1	-0.3	-0.1	-6.9	-0.8	4.3	2.2	2.4	1.4
19	COc1ccc(Cn2cc(CN3CCc4onc(-c5ccccc5OC)c4C3=O)nn2)cc1	9.4	-4.7	-2.1	0.7	5.8	4.5	3.0	0.8	1.5	0.2
20	CCOC(=O)CSc1nnc(COc2cccc(C)c2)o1	-1.0	-2.7	1.4	-0.7	-6.3	-1.4	2.2	0.3	-5.3	0.5
21	CCOC(=O)c1[nH]ncc1CN1CCCC(C(=O)c2ccc(OC)cc2C)C1 (configuration not stated)	-0.8	-5.0	-1.9	-0.2	-15.5	2.3	3.2	-1.2	-2.8	0.9
22	O=C(O)c1nn(CC(=O)N2CCN(S(=O)(=O)c3ccc(Cl)cc3)CC2)c(=O)c2ccccc12	-7.6	-7.7	-2.8	0.7	3.4	2.8	0.8	-0.8	1.1	3.2
23	O=C(O)c1ccc(NC2=C(Cl)C(=O)c3ccccc3C2=O)cc1	11.6	3.2	-6.2	0.5	-9.2	-1.1	0.4	-1.4	2.7	2.0
24	O=C(NCC(c1ccco1)N1CCCCC1)c1ccc(COc2ccccc2)cc1 (configuration not stated)	-1.3	-2.3	2.8	0.4	-5.7	-0.5	-0.7	-6.6	-3.6	1.8
25	COc1cc2cnc(-c3ccccc3F)cc2cc1OC	-1.8	-0.1	-4.4	0.2	3.7	-1.1	-1.0	-1.3	-9.5	0.3
26	CN1CCN(S(=O)(=O)c2cccc(C(=O)Nc3cccc([N+](=O)[O-])c3)c2)CC1	2.0	-2.0	1.6	-0.7	10.3	-3.9	0.5	-6.0	-8.1	0.1
27	COc1cccc(NC(=O)C2C3CCC4C(CCC32)C4(Cl)Cl)c1 (configuration not stated)	1.6	5.6	-7.0	-0.2	0.6	0.2	-8.5	5.6	2.2	9.4
28	CN1CCN(c2ccc(NC(=O)COc3ccc(Cl)cc3Cl)cc2)CC1	-1.1	1.2	1.0	-0.5	-2.7	-2.2	-2.1	3.9	-0.8	1.0
29	COC(=O)c1ccc[n+](CCc2c[nH]c3ccccc23)c1	-3.7	-2.4	2.0	0.4	-8.6	-0.6	-6.4	3.6	6.9	0.7
30	CCn1nc(C(=O)N2CCc3ccccc32)c2ccccc2c1=O	0.5	-2.8	0.0	0.3	1.8	0.3	-1.6	-4.3	3.2	-0.6
31	CCc1nc2ccccc2n1CCC(=O)O	2.0	-0.1	2.3	-0.2	7.5	0.5	0.5	3.1	0.6	3.6
32	CCOC(=O)N1CCN(C(=O)CSc2nnc(Cc3ccccc3)o2)CC1	7.2	0.3	-1.3	-0.6	-12.6	-0.8	2.7	1.1	-1.0	-2.2
33	COc1ccc2ccccc2c1-c1c(C(=O)c2ccc(Br)cc2)[nH]c(N)c1C(=O)NC1CCCCC1	nt	1.1	1.3	nt	nt	-0.1	-1.5	-9.0	1.1	-3.5
34	Cc1ccc(C(=O)NC2CCCCCCC2)cc1S(=O)(=O)N1CCOCC1	-4.0	-3.0	5.6	-0.5	3.3	3.0	1.2	-2.5	1.8	2.4
35	CC(=O)c1sc(NC(=O)CCNC(=O)c2ccco2)nc1-c1ccccc1	7.8	-5.8	-1.3	0.5	8.6	1.8	2.3	-5.4	-5.8	-1.7
36	COC(=O)CSc1nnc(COc2ccc3ccccc3c2)o1	-2.9	-3.1	-3.9	0.2	2.6	1.5	2.6	-9.8	7.0	-4.1
37	O=C(Cn1cccn1)N1CCCC(Nc2ccc(F)c(F)c2)C1 (configuration not stated)	3.2	0.0	-2.9	1.0	1.2	-2.1	-6.1	-4.1	-2.9	-2.5
38	COc1ccc(NC(=S)N/N=C/c2cccn2Cc2ccccc2F)cc1	13.6	0.1	-3.7	-0.5	13.9	0.2	-0.3	-11.8	-7.6	-2.6
39	C=CCNC(=O)c1onc(CSc2cccc(Cl)c2)c1C(=O)O	12.6	-0.3	-1.0	-0.7	10.4	6.8	2.7	-3.7	0.2	7.3
40	CC(C)n1c(SCC(=O)N2CCCCC2)nc2c1c(=O)n(C)c(=O)n2C	6.3	-0.2	-1.8	0.3	-3.5	0.0	-1.6	-0.1	-1.9	0.8
41	O=C(O)CCC(=O)NNc1ccccc1[N+](=O)[O-]	15.7	5.8	-0.5	-0.5	4.9	0.4	-1.9	1.4	0.4	7.2
42	Cc1cnc(C(=O)NC(Cc2ccccc2)c2ccccc2)cn1 (configuration not stated)	-6.4	0.3	-2.3	-0.1	-15.7	-3.0	-5.2	-4.4	1.2	2.6
43	CC(C)n1nc(C(=O)Oc2ccc(Cl)cc2)c2ccccc2c1=O	-5.6	-5.9	-5.2	0.4	4.1	0.9	7.4	-1.9	-7.3	-1.9
44	O=C(N1CCOCC1)N(Cc1ccco1)CC1CCCO1 (configuration not stated)	-11.3	-0.4	-1.1	0.0	-3.5	-0.1	-0.2	-0.5	2.5	5.2
45	COc1cc(C(=O)OCC(=O)N(CC(C)C)C2CCS(=O)(=O)C2)cc(OC)c1C (configuration not stated)	4.3	2.1	4.3	-0.4	-16.5	17.0	-4.2	-5.7	-1.8	-1.9
46	COC(=O)CCC/C=C1/SCC(NC(=O)c2ccccc2)/C1=N/O (configuration not stated)	8.4	-2.2	3.5	0.4	-2.1	-0.1	2.6	-0.8	6.0	-0.8
47	COc1ccc(NS(=O)(=O)c2ccc(-c3coc(C)n3)cc2)cc1	-8.0	-4.4	5.0	0.0	-6.1	-1.1	-5.8	-5.5	4.1	1.2
48	C#CC1(NC(=O)NC(C)C)CCCCC1	0.1	1.5	-3.0	-0.4	-5.1	1.9	-6.4	1.9	2.6	4.9
49	COc1cc(C#N)c(NS(=O)(=O)c2ccc3[nH]c(=O)sc3c2)cc1OC	-2.4	-3.9	0.1	0.2	-5.1	-2.2	-5.8	-6.2	4.7	2.9
50	CCCCn1nc2cc(C(=O)NCc3ccc(OC)cc3)ccc2c1OCC	3.6	-173.3	-1.1	-20.1	4.2	-2.5	-3.0	-475.5	2.4	-291.5

# Next section
entry	SMILES	ARFGAP1 inh	ADAM17 inh	MBD2 DNA inh	KLK7 zymogen act	ASAP1 GAP inh	UHRF1 MBD2 ctr	DDE Tn7 FP inh	PLCb3 inh	Tn6 DDE FP	PLC-gamma1 inh
51	Cc1ccc2[nH]c(=O)c(CN(Cc3cccs3)C(=S)NCc3ccco3)cc2c1	2.3	4.7	-1.1	0.2	-4.4	3.0	-7.8	0.5	0.5	3.8
52	CC(=O)Nc1cccc(C(=O)NCC2(N3CCCCC3)CCCCC2)c1	1.6	-3.6	-0.6	0.0	-2.8	-2.4	5.5	-6.3	-2.4	-0.1
53	COc1ccccc1N1CCN(CCCCOc2c(OC)cccc2OC)CC1	-7.0	-5.1	-2.4	-0.5	-13.4	3.7	-2.1	-4.5	5.2	-1.4
54	Cc1ccc(NC(=O)CC2NCCN(Cc3ccccc3)C2=O)cc1 (configuration not stated)	-13.8	2.6	-8.1	0.4	0.7	-1.6	9.6	1.7	3.3	4.5
55	COC(=O)c1cc(NC(=O)CN(C)C2CCS(=O)(=O)C2)cc(C(=O)OC)c1 (configuration not stated)	1.4	-6.3	7.3	0.8	-2.4	0.1	-4.0	2.6	0.6	4.0
56	O=C(CCNC(=O)C1CCN(S(=O)(=O)c2ccc(F)cc2)CC1)Nc1nccs1	2.2	-5.3	0.3	0.1	4.8	-0.5	2.1	-4.5	9.7	1.4
